HIF act – HIF pathway transcriptional activation; U2OS HRE-luciferase reporter, luminescence; normalized: DMSO 0%, desferrioxamine 100%; activation, % at 7.5 µM (by protocol); hit rate 0.32% among 300,000; AID 1910;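 active means mean activation of at least 10% of the iron chelator positive control signal, with at least half of replicates also reaching 10%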
GSK3beta inhib – inhibitors of human GSK3beta kinase | GST-GSK3beta kinase, ADP-Glo luminescence, 60 min; hits give low values | activity score (negative = inhibition), % at 10 µM | hit rate 0.038% among 300,000 | AID 2097;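 active means more than half of replicate wells score below -50%, meaning over 50% inhibition versus plate controls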;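 further: 0% = median DMSO wells and -100% = median GW8510 positive control wells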
Target sequence (P49841 whole entry, looked up): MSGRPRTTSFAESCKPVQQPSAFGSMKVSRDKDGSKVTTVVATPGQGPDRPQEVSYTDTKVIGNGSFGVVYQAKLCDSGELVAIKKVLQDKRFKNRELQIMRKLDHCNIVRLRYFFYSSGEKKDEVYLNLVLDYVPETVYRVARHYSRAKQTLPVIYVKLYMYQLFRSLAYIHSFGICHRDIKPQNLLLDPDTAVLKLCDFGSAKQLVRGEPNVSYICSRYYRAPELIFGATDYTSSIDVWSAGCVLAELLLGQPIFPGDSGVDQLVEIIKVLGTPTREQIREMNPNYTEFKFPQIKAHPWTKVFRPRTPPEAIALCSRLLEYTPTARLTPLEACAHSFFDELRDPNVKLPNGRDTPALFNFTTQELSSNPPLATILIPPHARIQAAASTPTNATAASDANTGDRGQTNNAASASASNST
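test system = GST-tagged human GSK3beta kinase, cell-free | reagent = 25 µM ATP with peptide substrate | dosing = one dose of 10 µM per compound | schedule = 60 min reaction, RT | detection = luminescent ADP-Glo measurement of ADP formed | control set = DMSO neutral wells and GW8510 at 20 µM as positive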
IEC-6 tox – IEC-6 cytotoxicity, counter-screen for KLF5 inhibitors; luminescence viability; inhibition, % at 5 µM; hit rate 0.78% among 290,000; AID 1825; in the data active means inhibition above about 22%;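 further: 0% = plate median of test compound wells and 100% = cytotoxic reference compound wells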
aSyn UTR inh – 5' untranslated region of α-synuclein, MLPCN primary screen. alpha-synuclein 5'UTR reporter, inhibitor activity. inhibition, % (tested at 7.5 µM). hit rate 0.82% among 300,000; in the data active means inhibition above about 60%;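 further: H4 neuroglioblastoma cells stably carrying SNCA 5'UTR luciferase fusion; 0% = DMSO wells and 100% = positive control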
HSP90 inh – HSP90 refolding inhibition in rabbit reticulocyte lysate; luciferase refolding luminescence, 3 h; inhibition, % at 5.6 µM; hit rate 0.91% among 290,000;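 active means inhibition above the screen-wide mean plus 3 SD, computed separately per campaign, cut at about 16% in these data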;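 further: 0% = DMSO wells and 100% = 60 µM geldanamycin wells; inhibitors lower the luminescence because luciferase stays unfolded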
HSF-1 act – increases HSF-1 driven luciferase reporter signal; hit rate 1.7% among 300,000; NIH3T3-HGL HSF-1 luciferase reporter, MG132, 8 h; 100% = twice DMSO control signal; activation, % at 9 µM;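 active means mean replicate activation of at least 50% with a set share of replicates each reaching 50%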;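 further: 0% = median of the neutral control wells and 100% = twice that signal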
AI-2 QS mod – Vibrio harveyi AI-2 quorum sensing modulation | Vibrio harveyi JMH597 AI-2 luminescence/OD600 ratio, 9 h; hits give low values; strain lacks LuxN and CqsS sensors; 0 = neutral-control median | activity change, % at 7.5 µM | hit rate 0.4% among 300,000 | AID 2094; in the data active means activity change below about -75%, passing the limit was not always enough;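 further: luminescence divided by OD600 gain over 9 h not by final OD600 alone; inactives centre near 13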
HSF1 inhib – HSF1 inhibition; AID 2098; NIH3T3-HGL HSE-luciferase, MG132-induced, luminescence 8 h; hits give low values; activity change, negative = inhibition, % at 7.5 µM (by protocol); hit rate 0.77% among 300,000;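 active means more than half of replicate wells show activity change below -50%, luminescence cut by over half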;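 further: luciferase reports HSF-1 transcriptional activity via heat shock element; 0% = median of DMSO wells and -100% = zero luminescence signal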
GSK3 alpha inh – blocks human GSK-3 alpha kinase; inhibition, % at 10 µM; hit rate 0.1% among 320,000; ADP-Glo luminescence, 60 min; P49840;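 in the data active means inhibition above about 50%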;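 further: GST-tagged GSK-3 alpha with peptide substrate and 25 µM ATP; 0% = DMSO neutral wells and 100% = GW8510 positive control wells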
Target sequence (P49840 whole entry, looked up): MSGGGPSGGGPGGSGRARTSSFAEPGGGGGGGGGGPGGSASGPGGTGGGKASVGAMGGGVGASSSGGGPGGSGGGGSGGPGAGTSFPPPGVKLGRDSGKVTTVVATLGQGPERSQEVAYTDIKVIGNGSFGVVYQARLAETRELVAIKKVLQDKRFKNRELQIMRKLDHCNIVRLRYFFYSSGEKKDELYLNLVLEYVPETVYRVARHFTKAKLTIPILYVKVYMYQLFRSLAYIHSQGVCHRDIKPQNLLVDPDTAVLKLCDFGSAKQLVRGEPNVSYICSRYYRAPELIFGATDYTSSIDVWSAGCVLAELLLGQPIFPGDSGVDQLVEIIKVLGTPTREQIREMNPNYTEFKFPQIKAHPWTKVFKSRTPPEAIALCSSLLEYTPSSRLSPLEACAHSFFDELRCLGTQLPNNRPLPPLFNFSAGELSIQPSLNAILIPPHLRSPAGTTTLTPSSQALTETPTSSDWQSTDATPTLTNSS
KLF5 inh – suppresses KLF5 promoter-driven expression. DLD-1 KLF5 promoter-luciferase reporter, luminescence. inhibition, % at 5 µM. hit rate 0.23% among 290,000. AID 1700;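 active means inhibition above a per-plate limit of that plate's mean compound inhibition plus 3 SD, cut at about 60% in these data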;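 further: 0% = DMSO wells and 100% = LY294002 at 200 µM; higher means less KLF5 promoter-driven luciferase light; inactives centre near -14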
* marks the source's active call; other numbers are inactive results; nt = not tested or not shown.

SMILES	HIF act	GSK3beta inhib	IEC-6 tox	aSyn UTR inh	HSP90 inh	HSF-1 act	AI-2 QS mod	HSF1 inhib	GSK3 alpha inh	KLF5 inh
Cc1onc(-c2ccccc2)c1C(=O)Nc1ccncc1	0.2	2	-4	10	-3	10	31	-10	3	-6
O=C(CCC1CCN(C(=O)c2cncs2)CC1)Nc1ccccc1	0.3	4	0	7	1	9	11	-9	-2	-2
CC(C)CNC(=O)c1c(N)n(/N=C/c2ccccn2)c2nc3ccccc3nc12	-2.1	1	5	-33	5	-7	25	-1	-10	0
CCN1C(=O)/C(=C/c2ccc(C)s2)NC1=S	1.2	-5	5	-16	2	44	-9	5	0	-15
O=c1c2c3n(c(=S)nc2[nH]n1-c1ccccc1)CCCCC3	0.0	nt	-3	7	-3	10	nt	-3	-2	-41
CCCCNC(=O)CCn1c(=O)c2ccccc2n(Cc2ccc(Cl)cc2)c1=O	-0.5	1	-3	37	1	7	15	1	-1	-7
O=C(Nc1ccccc1[N+](=O)[O-])c1cc2ccccc2nc1Cl	1.3	2	4	-17	3	-18	2	-2	-1	-13
O=C(Nc1ccccc1)[C@@H]1CC=C[C@@H]2CCN(Cc3ccccc3)C(=O)[C@@H]21	-0.8	-2	nt	27	nt	-10	26	-2	-2	nt
COc1ccc(OC)c(-c2csc(N(Cc3ccco3)C(=O)c3cccs3)n2)c1	-0.1	2	-3	9	0	28	18	7	-5	9
Cc1nc2cc(Cl)c(Cl)cc2n1-c1ccccn1	-0.1	-3	nt	2	nt	5	17	-6	3	nt
COc1ccccc1C1C(C#N)=C(N)Oc2c1c(-c1ccccc1)nn2-c1ccccc1 (stereo unspecified)	0.0	3	-3	-9	14	-9	24	-3	-3	-8
COc1ccc(-c2cc(-c3cccnc3)c(C#N)c(N)n2)cc1	-1.2	-4	1	48	1	-17	11	-2	-10	2
COC(=O)c1ccc(NC(=O)CO/N=C2\CCCc3nonc32)cc1	-1.1	2	-4	16	-1	13	5	0	-4	-37
CCc1ccc(CN(C)C(=O)c2cc(COc3cccc4cnccc34)on2)cc1	-1.5	-1	9	21	-3	17	-60	8	0	-16
COc1ccc(-c2nc3ccccc3[nH]2)cc1	-0.1	-10	9	26	20*	4	9	-2	2	-11

4 entries out of the list above, arranged by the number in aSyn UTR inh, falling:
smiles	GSK3beta inhib	aSyn UTR inh	HSP90 inh	HSF-1 act	AI-2 QS mod	HSF1 inhib	GSK3 alpha inh	KLF5 inh
O=C(Nc1ccccc1)[C@@H]1CC=C[C@@H]2CCN(Cc3ccccc3)C(=O)[C@@H]21	-2	27	nt	-10	26	-2	-2	nt
COc1ccccc1C1C(C#N)=C(N)Oc2c1c(-c1ccccc1)nn2-c1ccccc1 (stereo unspecified)	3	-9	14	-9	24	-3	-3	-8
O=C(Nc1ccccc1[N+](=O)[O-])c1cc2ccccc2nc1Cl	2	-17	3	-18	2	-2	-1	-13
CC(C)CNC(=O)c1c(N)n(/N=C/c2ccccn2)c2nc3ccccc3nc12	1	-33	5	-7	25	-1	-10	0

(next part)
SMILES	HIF act	GSK3beta inhib	IEC-6 tox	aSyn UTR inh	HSP90 inh	HSF-1 act	AI-2 QS mod	HSF1 inhib	GSK3 alpha inh	KLF5 inh
Cc1nn2c(NCCCN(C)C)c3c(nc2c1-c1ccccc1)CCCC3	0.3	2	10	-30	3	0	28	4	0	-31
CCc1cccc(CC)c1C(O)c1cccnc1 (stereo unspecified)	0.2	-1	7	-4	5	23	32	-4	-3	0
O=C(CSc1nc(-c2ccccc2)cs1)Nc1ccccc1[N+](=O)[O-]	-0.1	1	3	8	1	11	21	3	-3	10
CCC1Oc2ccccc2N(CC(=O)NCc2cccs2)C1=O (stereo unspecified)	-0.3	-15	3	-13	-2	11	9	-1	0	-34
COc1ccc(S(=O)(=O)n2nc(C)cc2C)c(C)c1C	-0.1	0	0	-2	2	7	5	0	-2	-47
CCOc1cc(/C=N/NC(=O)c2c(-c3ccccc3)noc2C)ccc1O	100*	-2	0	-34	5	3	7	-7	nt	-13
COc1ccc(CCN(C)CCN2C(=O)c3ccccc3C2=O)cc1OC	-0.6	13	-3	14	-1	-1	22	-2	-2	-27
CCN(CC)c1ccc(C=NCCNS(=O)(=O)c2ccc(C)cc2)cc1	-0.2	3	4	26	-1	3	4	-7	-2	-26
Cc1ccc2[nH]c3c(c2c1)CC/C(=C/c1ccccc1)C3=O	6.8	2	6	-194	15	62*	9	35	-1	-10
O=C(CC12CC3CC(CC(C3)C1)C2)NCC(=O)OCc1cc(=O)oc2ccc3ccccc3c12	0.4	-1	2	-3	1	nt	14	nt	2	-4
CCC(C)(C)NC(=O)CN(Cc1cccs1)C(=O)CNS(=O)(=O)c1ccc(C)cc1	0.3	2	-3	-4	-2	17	-4	4	-1	-7
O=C(COC(=O)C1CC1)Nc1c(Cl)cccc1C(F)(F)F	-0.4	0	nt	-1	nt	7	-7	-7	1	nt
O=C(CSc1n[nH]c(-c2ccccc2O)n1)NC1CCCCC1	2.0	-3	-5	-7	1	5	1	4	-2	-1
Cn1c(=O)c2c(nc3n2CCS3)n(C)c1=O	-0.5	1	0	12	0	13	11	-5	-1	8
O=C(NCc1ccccc1Cl)c1ccc2c(c1)SC1=NS(=O)(=O)CCN12	-0.2	5	4	0	2	1	-14	1	1	-18

At a glance, some entries already given:
SMILES	HIF act	GSK3beta inhib	IEC-6 tox	aSyn UTR inh	HSP90 inh	HSF-1 act	AI-2 QS mod	HSF1 inhib	GSK3 alpha inh	KLF5 inh
Cn1c(=O)c2c(nc3n2CCS3)n(C)c1=O	-0.5	1	0	12	0	13	11	-5	-1	8
O=C(NCc1ccccc1Cl)c1ccc2c(c1)SC1=NS(=O)(=O)CCN12	-0.2	5	4	0	2	1	-14	1	1	-18

Full records, looked up by structure. Order of screens: HIF act, GSK3beta inhib, IEC-6 tox, aSyn UTR inh, HSP90 inh, HSF-1 act, AI-2 QS mod, HSF1 inhib, GSK3 alpha inh, KLF5 inh
O=C(COC(=O)C1CC1)Nc1c(Cl)cccc1C(F)(F)F in the list: -0.4, 0, nt, -1, nt, 7, -7, -7, 1, nt
CCC(C)(C)NC(=O)CN(Cc1cccs1)C(=O)CNS(=O)(=O)c1ccc(C)cc1 in the list: 0.3, 2, -3, -4, -2, 17, -4, 4, -1, -7
Cn1c(=O)c2c(nc3n2CCS3)n(C)c1=O in the list: -0.5, 1, 0, 12, 0, 13, 11, -5, -1, 8
O=C(CSc1nc(-c2ccccc2)cs1)Nc1ccccc1[N+](=O)[O-] in the list: -0.1, 1, 3, 8, 1, 11, 21, 3, -3, 10
CCN(CC)c1ccc(C=NCCNS(=O)(=O)c2ccc(C)cc2)cc1 in the list: -0.2, 3, 4, 26, -1, 3, 4, -7, -2, -26

Remaining list, next part.
SMILES	HIF act	GSK3beta inhib	IEC-6 tox	aSyn UTR inh	HSP90 inh	HSF-1 act	AI-2 QS mod	HSF1 inhib	GSK3 alpha inh	KLF5 inh
Cc1nn(-c2nc(-c3ccco3)cc(C(F)(F)F)n2)c(C)c1Cl	-0.4	1	2	-48	-1	-1	8	-12	-3	2
Cc1cc(C(=O)CSc2nc3ccccc3[nH]2)c(C)n1C	0.9	0	-6	-30	-3	71*	16	38	1	-94
COc1ccc(Oc2nccc(OC)c2C#N)cc1	0.4	2	2	16	-1	8	13	1	-3	-6
CNC(=O)c1nc(C)n(-c2ccc([N+](=O)[O-])cc2)n1	0.2	2	0	8	-1	-17	34	-3	-1	0
CN(CCOc1ccccc1)CC(=O)Nc1ccc(Cl)c(S(=O)(=O)N(C)C)c1	-0.6	-2	2	-7	5	1	46	-3	-2	5
O=C(N/C(=C/c1cccs1)C(=O)N1CCCC1)c1ccccc1	0.0	0	-2	17	5	-8	5	-8	1	5
COc1ccc(S(=O)(=O)N(C)CC(=O)Nc2ccc(C(F)(F)F)cc2)cc1Cl	-0.5	0	-4	23	8	-1	15	-1	1	-38
COc1cc(SC)ccc1C(=O)Nc1ccc2c(c1)CCC2	0.1	2	13	-119	4	93*	10	61	-3	-137
Cc1ccc(C(=O)NCCCNC(=O)Cc2ccccc2)cn1	0.0	0	0	-10	-4	-3	32	-10	-1	-13
Cc1cnn(CCC(=O)NNC(=S)Nc2cccc(Cl)c2)c1	-0.2	-3	-1	-7	0	-49	6	-41	1	23
O=S(=O)(N/N=C/c1ccc(F)cc1)c1ccccc1	-0.3	0	1	12	-1	3	26	4	-1	-15
Cn1nc(C(=O)Nc2ccccc2Cl)cc1C(=O)Nc1ccccc1Cl	-0.6	2	nt	-18	nt	-6	25	-3	-2	nt
O=C1[C@H]2[C@@H](c3ccc(F)cc3)N3C(=O)N(c4cccc(Cl)c4)C(=O)[C@@]3(Cc3ccccc3)[C@H]2C(=O)N1C1CCCCC1	0.2	-2	nt	-34	nt	3	25	-3	-1	nt
Cc1cnc(C(=O)OCC(=O)c2ccc(Br)s2)cn1	0.7	-2	nt	3	nt	-2	-3	-2	1	nt
Cc1onc(-c2ccccc2Cl)c1C(=O)NCC(=O)O	-0.7	1	6	1	0	1	10	-5	-2	-65
COc1cc(C(=O)NC(=S)NCc2ccco2)cc(OC)c1OC	-0.1	5	-1	-4	3	22	12	5	-3	-5
CC1CCc2nc(NC(=O)C3CCCO3)sc2C1 (stereo unspecified)	0.0	2	-6	11	9	30	12	18	-1	-109
Cc1cc(C)cc(NC(=S)NCCN2CCOCC2)c1	-1.4	-5	4	-1	1	10	-4	3	-1	-49
Cc1c(C(=O)O)cccc1-n1c(C)cc(C=O)c1C	0.6	0	4	27	22*	-12	31	-6	0	6
O=C(c1ccccc1F)N1CCOCC1	-0.6	3	-12	18	-1	0	13	-6	-1	-22
O=C(O)CSCC(=O)N1CCN(c2ncnc3scc(-c4ccccc4)c23)CC1	-16	-4	-4	5	-4	-6	42	-12	12	-6
CC(C)(C)Cc1nnc(NC(=O)c2ccc3c(c2)OCO3)s1	2.4	-1	-3	-112	-2	58*	33	26	-1	-131
Cc1ccc(NC(=O)c2ccco2)c(NC(=O)C2CCCO2)c1 (stereo unspecified)	-0.2	0	4	-10	0	-9	7	-6	nt	-2
COc1cccc(NC(=O)COC(=O)c2c(-c3ccccc3)noc2C)c1	0.1	3	2	3	-1	3	26	0	-1	0
CSc1nsc(SCC(=O)NC2CCCCC2)n1	1.5	2	7	10	0	12	14	8	-1	-20
COc1ccc(/C=C2\SC(=S)N(CCC(=O)Nc3ccccc3C(=O)O)C2=O)cc1	-2.0	3	-5	23	-1	-2	16	-3	-3	-9
CCN(CC(=O)Nc1cc(S(=O)(=O)N2CCCCC2)ccc1C)Cc1ccccc1	0.1	-2	nt	13	nt	1	14	4	-1	nt
CCc1nnc(NS(=O)(=O)c2ccc(N=Cc3c(C)[nH]n(-c4cccc(Cl)c4)c3=O)cc2)s1	-0.1	8	2	14	0	-3	-10	14	-2	-20
CCOc1ccc(C=O)cc1CN1CCCCC1	-0.6	-4	-2	-6	-5	-21	6	-3	-1	-5

High-throughput results: PubChem, several laboratories
